NOD2 inhibition: inhibition of NOD2-driven NF-kB reporter – cell-based, luminescence, uHTS, HEK293 (AID 1566); HEK293 NOD2/NF-kB luciferase reporter, luminescence; higher % means a stronger effect; inhibition, % at 4 µM, or EC50 in µM where a hit was titrated; 0.63% of 290,000 active; in the data active = inhibition above about 50%; note: many of its hits are not listed in these tables
NOD1 NF-kB reporter: NOD1 signaling inhibitors, primary screen, cell-based, luminescence, uHTS (AID 1578) | 1% of 290,000 active | NOD1-driven NF-kB luciferase reporter cells, luminescence; higher % means a stronger effect | one-dose inhibition, % at 4 µM; EC50 in µM for titrated hits; in the data active = inhibition mostly above about 36%, no sharp cut-off; inactive = mostly below about 34%;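 note: HEK-293T reporter cells stimulated with the NOD1 agonist gamma-tri-DAP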
bCat nuc transl: beta-catenin nuclear translocation modulation; AID 1665; nuclear translocation activity, % at 5 µM; HeLa beta-catenin nuclear translocation, immunofluorescence imaging; 0.3% of 190,000 active;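 active = nuclear translocation activity above 50% at 5 µM, with a well cell count of 50 or more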;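 note: per-cell ratio of nuclear to cytoplasmic median beta-catenin stain intensity; plate controls were DMSO negative control for no effect and GSK-3 inhibitor IX positive control for full effect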
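assay system = human HeLa cells, endogenous beta-catenin | times = compound treatment 24 h, 37°C, 5% CO2 | detection = Anti-beta-catenin immunofluorescence on PFA-fixed, Triton-permeabilized cells, DAPI nuclei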
Autophagy mod: modulators of autophagy; MEF GFP-LC3 puncta imaging; test concentration mostly 10 µM; calls only at 10 µM (by protocol); 0.98% of 190,000 active; AID 463193;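 active = percentage of spot-positive cells more than 3 SD above its plate mean, without a fluorescence outlier flag or 80% toxicity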;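 note: spot-positive cell cutoff set from DMSO-treated cells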
MT stabilize HCS: microtubule stabilization, imaging screen | HeLa tubulin immunostaining HCS, 24 h; share of cells brighter than vehicle mean+2SD | % tubulin-high responders, % at 10 µM | 0.83% of 200,000 active;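 active = plate Z-score above 3 for both tubulin-high and condensed-nucleus cell shares, with cell loss under 80%, at 10 µM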;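 note: anti alpha tubulin signal scored within the nucleus-defined area of each cell; some results filed as inactive read as strong as hits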
Dynein transport: blocks dynein driven cargo transport along microtubules; AID 1381; 0.47% of 220,000 active; z-score, hits read low; 3617.4 mouse cells, GR-EGFP nuclear translocation imaging; test concentration mostly 20 µM; stimulated with dexamethasone, 1 µM; active compounds read low;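 active = plate z-score of nuclear minus cytoplasmic receptor signal below a set negative limit, without overly bright fluorescence or cell loss, cut at about -3.5 in these data, passing the limit was not always enough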;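 note: z-score of nuclear minus cytoplasmic ring GR-EGFP intensity difference per well; some compounds called inactive have numbers as strong as hits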
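medium = tetracycline-free induction medium containing charcoal-stripped FBS | probe or stimulus = dexamethasone, 1.0 µM final | timing = 48 h induction, then 1 h compound, then 30 min agonist, 37 °C | detection = automated 10x imaging of fixed Hoechst-stained cells | read-out basis = nuclear versus cytoplasmic GR-EGFP signal, averaged per well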
M17LAP inhibition: P. falciparum M17LAP inhibitors, primary screen, biochemical, fluorogenic H-Leu-NHMec substrate, 1536-well (AID 1619). recombinant M17LAP, H-Leu-NHMec fluorogenic kinetic assay; higher % means a stronger effect. one-dose inhibition, % at 30 µM; IC50 in µM for titrated hits. 0.38% of 220,000 active;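 active = compound inhibiting the enzyme by more than half at any dose during confirmatory dose-response retesting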;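 note: plate controls were full reaction with DMSO carrier for no effect and no enzyme background for full effect; strong numbers were not always called active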
Ins promoter up: MIN6 insulin promoter up-regulation; z-score at 5 µM; 0.3% of 190,000 active; MIN6 insulin promoter-GFP reporter, high-content imaging; active compounds read high;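 active = z-score above 3 at 5 µM with at least 500 cells counted in the well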
Yfh1-off respiration: enhancers of respiration in Yfh1-depleted yeast, dose response, Friedreich's ataxia, plus single-dose screen (AID 1465); S. cerevisiae Yfh1-off respiration, WST-1 reduction, 72 h; higher fold induction means a stronger effect; fold induction at 50 µM; hits with a dose series show EC50 in µM; 0.074% of 220,000 active;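 active = fold induction of absorbance versus untreated yeast above a set limit, then at least 30% activation at any dose in follow-up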;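 note: activators that raise dye reduction in frataxin-depleted yeast; strong numbers were not always called active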
Dynein transport cytoplasmic EGFP: also measured in Dynein transport; calls as there; z-score; measured here: cytoplasmic GR-EGFP intensity; active compounds read high
Dynein transport nuclear GR-EGFP: also measured in Dynein transport; calls as there; z-score; measured here: nuclear GR-EGFP intensity;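 lower value marks the stronger effect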
Dynein transport cell count: further read-out of Dynein transport, marked with its call; z-score; measured here: cell count per field
Ins promoter up cell count: also measured in Ins promoter up; calls as there; cell count; measured here: cytotoxicity, nuclei count;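 total cells summed across four imaged fields per well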
bCat nuc transl cell count 5 µM: second read-out of bCat nuc transl, no call of its own (marks repeat the call); cell count; measured here: cell count, cytotoxicity flag
MT stabilize HCS Hoechst-high %: second read-out of MT stabilize HCS, no call of its own (marks repeat the call); % Hoechst-high responders; measured here: nuclear condensation Hoechst responders;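 share of cells brighter than vehicle mean plus two SD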
MT stabilize HCS cytotoxicity %: second read-out of MT stabilize HCS, no call of its own (marks repeat the call); toxicity, %; measured here: cytotoxicity by cell density;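 0% = mean cell density of plate MIN control wells and 100% = no cells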
Autophagy mod cell loss 18 h: recorded beside Autophagy mod, whose call it bears; toxicity, %; measured here: cell loss, nuclei count;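 cell loss after 18 h compound exposure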
The depositor's hits bear a star; i = inactive; . = not tested or not shown. A portion of the library; the hit share may differ from the screen's.

SMILES | NOD2 inhibition | NOD1 NF-kB reporter | bCat nuc transl | bCat nuc transl cell count 5 µM | Autophagy mod | Autophagy mod cell loss 18 h | MT stabilize HCS | MT stabilize HCS Hoechst-high % | MT stabilize HCS cytotoxicity % | Dynein transport | Dynein transport cytoplasmic EGFP | Dynein transport nuclear GR-EGFP | Dynein transport cell count | M17LAP inhibition | Ins promoter up | Ins promoter up cell count | Yfh1-off respiration
CC(C)(C)c1ccc(C(=O)N/N=C2\C3CN4CCN(C3)CC2(c2ccccc2)C4)cc1 | 14.8% | -28.9% | -2.3 | 1103 | i | 14.7 | 3.7 | 3.0 | 5.7 | 0.551 | -0.198 | 0.462 | -0.46 | 11.3% | -0.42 | 1456 | i
NC(N)=NC(N)=Nc1ccc(O)cc1 | -4.4% | 3.4% | -5.0 | 1213 | . | . | . | . | . | 0.118 | 0.828 | 0.233 | -0.302 | 3.8% | -0.06 | 1429 | i
Clc1ccc(Sc2cc(Cl)c(-c3ccccc3)nn2)cc1 | -15.1% | 37.1% | . | . | i | 7.2 | 2.9 | 2.5 | 8.5 | 3.28 | -0.23 | 0.361 | -1.75 | 0.5% | . | . | i
COc1cc(Cl)c(C)cc1NC(=O)c1ccc(NS(=O)(=O)c2ccc(F)c(F)c2)cc1 | 11.4% | 14.5% | -2.4 | 844 | i | -2.1 | 2.2 | 2.7 | 8.9 | -0.88 | -0.203 | 0.0769 | -0.286 | 0.0% | -0.31 | 1577 | i
CCOc1ccc(S(=O)(=O)NCc2ccccc2)cc1C(N)=O | -7.5% | -10.3% | -0.2 | 1089 | i | 29.2 | 3.3 | 1.7 | 1.8 | 1.1 | -0.187 | 0.881 | -1.11 | -0.1% | 0.27 | 1552 | i
C[N+]1([O-])[C@@H]2Cc3cc4c(cc3[C@@H]1Cc1cc3c(cc12)OCO3)OCO4 (stereo not given in full) | 12.6% | 2.6% | -2.8 | 1208 | . | . | . | . | . | -1.38 | -0.717 | -0.567 | 0.391 | 4.5% | -0.72 | 1097 | i
CN1CCN(NC(=O)c2ccccc2F)CC1 | -0.1% | -44.4% | . | . | i | 1.5 | 3.3 | 1.6 | 1.4 | 1.11 | -0.223 | -0.384 | 0.289 | -0.4% | . | . | i
COc1ccc(C(=O)c2oc3ccccc3c2N)cc1 | -88.8% | -34.2% | . | . | i | -10.9 | 4.2 | 1.7 | 3.6 | -0.326 | 0.0399 | -0.171 | 1.02 | 2.5% | 1.21 | 1154 | i
CNCCCC1c2ccccc2C=Cc2ccccc21 | -11.4% | -24.4% | -2.0 | 497 | i | 40.2 | 3.9 | 3.0 | 6.5 | 0.00502 | -0.255 | 0.193 | 1.13 | 10.6% | . | . | i
CCOc1ccc(C(=O)NC(=S)N(Cc2ccccc2)Cc2ccccc2)cc1 | 9.7% | 51.4% | 0.3 | 1329 | i | -1.9 | 2.0 | 1.7 | 5.2 | 1.4 | 0.0937 | 0.852 | -1.69 | 6.8% | -0.95 | 1585 | i
Cc1ccc(OCC(=O)Nc2ccccc2Sc2ccccc2)c([N+](=O)[O-])n1 | 1.8% | -19.7% | 1.3 | 542 | i | -11.6 | 2.7 | 2.2 | 7.1 | -0.65 | -0.329 | -0.495 | 0.671 | 8.9% | -0.72 | 1247 | i
O=C(NCc1nc2ccccc2[nH]1)C1=C[C@H](c2ccc3c(c2)OCO3)C[C@H](OCc2ccc(CO)cc2)O1 | 11.3% | -15.9% | -0.4 | 1175 | i | 5.7 | 2.8 | 2.0 | 11.2 | 0.894 | -0.24 | 0.883 | -1.17 | 4.7% | 0.01 | 1367 | i
Cc1ccc(-c2[nH]c(=S)[nH]c(=O)c2C#N)cc1 | 19.4% | -32.7% | -2.0 | 995 | i | -29.9 | 2.9 | 1.7 | 0.2 | 0.191 | -0.321 | 0.188 | 0.654 | 29.9% | . | . | i
CSc1cccc(NC(=O)C2CCN(S(=O)(=O)c3ccc(F)cc3)CC2)c1 | 8.0% | 10.8% | -3.5 | 1187 | i | 0.4 | 2.5 | 1.5 | 10.9 | 0.397 | -0.264 | 0.569 | 0.135 | -0.5% | 2.65 | 1166 | i
O=C(CC1OC(=O)c2ccccc21)c1ccco1 (stereo not given) | 3.9% | -51.2% | -0.8 | 1209 | i | -41.5 | 4.3 | 1.9 | 0.6 | -0.328 | -0.253 | -0.413 | 0.177 | 12.7% | -0.07 | 1085 | i
CCn1c(COc2ccccc2)nnc1SCC(=O)CC(=O)Nc1ccccc1OC | 4.2% | 7.3% | -4.6 | 851 | i | -9.5 | 1.8 | 1.5 | 9.7 | -0.626 | -0.182 | -0.308 | 0.533 | -4.4% | 0.17 | 1116 | i
CCOc1ccc(-c2nc(N)ncc2-c2ccccc2)c(O)c1 | -5.8% | 2.9% | 0.0 | 1067 | i | 3.3 | 3.1 | 1.9 | 2.4 | -0.15 | -0.283 | 0.222 | 0.849 | 1.7% | . | . | i
Cc1ccc(-n2c(N)c(C#N)c(-c3ccccc3)c(C#N)c2=O)cc1 | -17.7% | -3.7% | -5.5 | 1051 | i | -0.2 | 1.5 | 1.4 | 4.5 | 0.914 | -0.219 | 1.03 | 0.14 | 1.0% | 0.12 | 959 | i
Cc1c(C(=O)N2CCCCC2)sc(NC(=O)c2ccco2)c1C#N | 21.6% | -0.9% | -0.5 | 1184 | i | -18.4 | 3.1 | 3.5 | 7.6 | -0.302 | -0.252 | -0.578 | 0.437 | 21.8% | -0.28 | 1182 | i
COc1ccc(NC(=O)COC(=O)c2cc(OC)c(OC)cc2NC(=O)c2ccco2)cc1OC | 0.6% | -16.2% | -3.0 | 1174 | i | -1.4 | 1.4 | 1.4 | 4.8 | -0.692 | -0.251 | 0.302 | 0.169 | -2.8% | . | . | i
Cc1noc(C)c1S(=O)(=O)N1CCCC(C(=O)c2cccc(OC(C)C)c2)C1 (stereo not given) | 21.7% | 4.9% | 0.8 | 990 | i | 9.2 | 1.8 | 1.4 | 6.0 | -0.208 | -0.349 | -0.0519 | 0.7 | 14.1% | -0.19 | 1469 | i
O=C(CSc1nnc(-c2ccncc2)n1Cc1ccccc1)NC1CCCCC1 | 3.5% | -6.1% | -0.6 | 1321 | . | . | . | . | . | 0.00257 | -0.27 | 0.557 | -0.445 | -5.7% | 0.17 | 1058 | i
N#C/C(=C(/O)COC(=O)CSc1ccc(Cl)cc1)c1nc2ccccc2[nH]1 | . | . | 2.7 | 1158 | i | 4.8 | 4.7 | 4.5 | 5.5 | -0.908 | -0.17 | -0.237 | 0.629 | 12.3% | 0.24 | 1495 | i
CC(=O)COc1nc2c(c(-c3ccco3)c1C#N)CCc1ccccc1-2 | 22.6% | -3.5% | -0.3 | 1322 | . | . | . | . | . | -0.805 | -0.18 | -0.461 | 0.0302 | 1.6% | -1.98 | 893 | i
C=CCNC(=O)/C(=C/c1ccco1)NC(=O)c1ccc(Br)o1 | -6.6% | -16.7% | 3.2 | 822 | i | 18.8 | 2.8 | 1.6 | 5.8 | 0.42 | -0.0978 | -0.104 | -0.061 | 14.6% | 0.24 | 1735 | .
O=C(CCc1nnc(CCCCc2ccccc2)o1)NC1CCCC1 | -5.0% | 17.3% | -2.2 | 1008 | i | 10.4 | 2.1 | 0.9 | 7.2 | -0.34 | 0.563 | 0.223 | 0.628 | 0.7% | . | . | i
N#Cc1ccsc1NC(=O)CN1CCN(c2ccccc2O)CC1 | 4.8% | -21.7% | -2.1 | 1050 | i | -6.2 | 2.3 | 1.9 | 6.1 | 0.157 | -0.238 | 0.122 | -0.0461 | -0.4% | 0.43 | 1421 | i
Cc1nc(C(=O)NNC(=O)c2ccc(Cl)cc2)cs1 | -18.0% | -7.6% | 1.8 | 1311 | . | . | . | . | . | -0.12 | -0.264 | 0.417 | 0.273 | 16.5% | -0.25 | 1055 | i
COc1ccc(S(=O)(=O)N(C)CC(=O)Nc2ccc(C(N)=O)cc2)cc1OC | 6.1% | -22.1% | -0.1 | 1076 | i | -4.5 | 1.0 | 2.4 | 4.7 | 0.795 | -0.353 | -0.0518 | 0.297 | 0.4% | -0.78 | 1269 | i
O=C(Nc1nc(-c2ccccn2)cs1)C1COc2ccccc2O1 (stereo not given) | -45.0% | 6.2% | 1.5 | 983 | i | -2.4 | 3.7 | 1.2 | 0.3 | 0.0123 | -0.204 | 0.239 | 0.756 | -5.5% | -2 | 586 | i
CCC(=O)NC(Nc1nc(C)cs1)(C(=O)OC)C(F)(F)F (stereo not given) | 23.3% | -20.7% | -4.8 | 555 | i | 19.3 | 1.9 | 1.4 | 10.2 | -1.16 | 0.182 | -0.0276 | 1.28 | -5.7% | -0.04 | 1300 | i

Complete entries, quoted from the list. Screens in order: NOD2 inhibition	NOD1 NF-kB reporter	bCat nuc transl	bCat nuc transl cell count 5 µM	Autophagy mod	Autophagy mod cell loss 18 h	MT stabilize HCS	MT stabilize HCS Hoechst-high %	MT stabilize HCS cytotoxicity %	Dynein transport	Dynein transport cytoplasmic EGFP	Dynein transport nuclear GR-EGFP	Dynein transport cell count	M17LAP inhibition	Ins promoter up	Ins promoter up cell count	Yfh1-off respiration
CCC(=O)NC(Nc1nc(C)cs1)(C(=O)OC)C(F)(F)F (stereo not given) is listed with 23.3%	-20.7%	-4.8	555	i	19.3	1.9	1.4	10.2	-1.16	0.182	-0.0276	1.28	-5.7%	-0.04	1300	i
O=C(Nc1nc(-c2ccccn2)cs1)C1COc2ccccc2O1 (stereo not given) is listed with -45.0%	6.2%	1.5	983	i	-2.4	3.7	1.2	0.3	0.0123	-0.204	0.239	0.756	-5.5%	-2	586	i

Bioassay records deposited in PubChem BioAssay by several laboratories.
